SUMO1 PPI mod: alters human SUMO1 binding to SIM partners; P63165; SUMO1 binding to a labelled peptide, TR-FRET, 1 h; inhibition, % at 20 µM; actives 0.33% (n = 360,000); in the data active = inhibition above about 37%
Target sequence (P63165 whole entry, looked up): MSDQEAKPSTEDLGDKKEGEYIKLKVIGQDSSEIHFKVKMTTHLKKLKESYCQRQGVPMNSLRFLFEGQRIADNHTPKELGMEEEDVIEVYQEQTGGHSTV
NadD inh: blocks S. aureus nicotinate mononucleotide adenylyltransferase; actives 0.78% (n = 360,000); purified NadD enzyme, colorimetric absorbance read-out; inhibition, % at 20 µM; in the data active = inhibition above about 26%; note: some compounds past the cut are filed as inactive
Rpn11 inh: inhibitors of human proteasome Rpn11. O00487. human 26S proteasome, Ub4-pepOG fluorescence polarization; 20S core pre-blocked with epoxomicin. calls only at 20 µM. actives 0.59% (n = 360,000). AID 588493;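 active = inhibition at 20 µM, scaled to each plate's controls, above about 33%, limit read from the data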
MsrA inhibitor: inhibitors of bovine MsrA. inhibition, % at 15.5 µM. purified bovine MsrA, absorbance read-out. actives 0.75% (n = 360,000); in the data active = inhibition above about 4.5%;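 note: 0% = vehicle wells with enzyme and 100% = reference inhibitor wells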
STEP block: inhibitors of human striatal-enriched phosphatase STEP; P54829; recombinant STEP, OMFP fluorogenic substrate, fluorescence; inhibition, % at 20 µM; actives 0.25% (n = 360,000); AID 588621;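 active = inhibition at 20 µM, scaled per plate between control wells, above about 37%, limit read from the data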;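 note: 0% = DMSO with enzyme and substrate and 100% = substrate only without enzyme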
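Assay system: isolated STEP enzyme / Timing: 20 min at room temperature, dark / Doses: 20 µM, 1% DMSO / Technique: fluorescence intensity, excitation 480 nm, emission 540 nm / Reagent: fluorogenic phosphatase substrate OMFP at 25 µM final / Measure: percent inhibition scaled to no-enzyme and uninhibited-enzyme controls, plate-pattern corrected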
TbMetRS inhib: blocks T. brucei methionyl-tRNA synthetase activity | purified T. brucei MetRS, ATP depletion, Kinase-Glo luminescence | inhibition, % at 11.9 µM | actives 0.4% (n = 360,000) | AID 624268;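 active = inhibition above a per-plate cutoff of the control wells' mean inhibition plus 3 SD, cut at about 5.5% in these data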;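 note: 0% = DMSO wells median and 100% = median of wells with control inhibitor compound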
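Assay system: T. brucei methionyl-tRNA synthetase, purified | Medium: HEPES buffer with MgCl2, KCl, DTT, spermine, BSA, pyrophosphatase | Compound: 11.9 µM single point | Incubation: 15 min enzyme-compound preincubation, 2 h reaction, 10 min detection, 25 °C | Measured by: Kinase-Glo luciferase luminescence reporting remaining unconsumed ATP | Measure: % inhibition normalized to control-well medians | Replication: Singlicate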
Scp1 inh: blocks human Scp-1 phosphatase activity | actives 0.88% (n = 340,000) | inhibition, % at 20 µM | Recombinant Scp1, phosphopeptide, malachite green phosphate absorbance | Q9GZU7 | AID 493091;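 active = inhibition above about 50% at 20 µM, limit read from the data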;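 note: plate controls were DMSO wells with enzyme for no effect and wells lacking enzyme for full effect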
Target sequence (Q9GZU7 76-261 limits assumed): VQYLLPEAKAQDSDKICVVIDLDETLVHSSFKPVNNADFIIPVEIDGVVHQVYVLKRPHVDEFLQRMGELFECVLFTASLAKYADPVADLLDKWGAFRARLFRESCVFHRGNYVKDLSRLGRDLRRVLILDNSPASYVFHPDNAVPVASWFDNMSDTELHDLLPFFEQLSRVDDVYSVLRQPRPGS
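assay system = SCP-1 phosphatase catalytic domain, residues 76-261 | buffer or medium = 50 mM Tris acetate pH 5.5, 0.005% Tween-20, 10 mM MgCl2 | incubation = enzyme reaction 45 min at room temperature, colour 5 min, stabilisation 30 min | signal = Phosphate-binding colour reagent, absorbance read at 630 nm | measure = % inhibition at 20 µM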
DNMT1 inh: blocks human DNA methyltransferase DNMT1; actives 0.83% (n = 360,000); DNMT1 molecular beacon, Hinp1I cleavage, fluorescence; inhibition (reported as % activation of signal), % at 10 µM; in the data active = inhibition above about 50%
LMPTP inh: LMPTP (human) inhibition | P24666 | recombinant LMPTP-A, OMFP fluorogenic substrate, fluorescence intensity | inhibition, % at 20 µM | actives 0.22% (n = 360,000) | AID 651560;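 active = compounds that cut the enzyme signal by at least half of the control window in the single-dose screen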;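 note: plate controls were DMSO wells with enzyme plus substrate for no effect and substrate without enzyme for full effect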
Target sequence (P24666 whole entry, looked up): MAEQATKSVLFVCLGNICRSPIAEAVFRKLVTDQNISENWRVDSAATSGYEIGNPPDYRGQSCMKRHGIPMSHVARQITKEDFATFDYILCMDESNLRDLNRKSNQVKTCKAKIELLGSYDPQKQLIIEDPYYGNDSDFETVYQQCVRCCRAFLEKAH
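Test system: LMPTP-A, protein tyrosine phosphatase of low molecular weight; Input: 0.625 nM enzyme; Incubation: 50 min dark incubation at room temperature; Signal: endpoint fluorescence intensity from OMFP dephosphorylation; Read-out basis: % inhibition versus control wells.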
CSN deneddyl inh: inhibitors of human CSN-mediated cullin deneddylation | Purified CSN, SCF-Nedd8-OG deneddylation, fluorescence polarization | inhibition, % at 12.5 µM | actives 0.38% (n = 360,000) | AID 651999;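 active = pattern-corrected inhibition above about 35%, with an unprinted fluorescence ratio check between 0.5 and 1.5, limit read from the data, passing the limit was not always enough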;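 note: 0% = enzyme with substrate and 100% = substrate without enzyme; some results filed as inactive read as strong as hits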
Target sequence (Q92905 whole entry, looked up, one chain of several): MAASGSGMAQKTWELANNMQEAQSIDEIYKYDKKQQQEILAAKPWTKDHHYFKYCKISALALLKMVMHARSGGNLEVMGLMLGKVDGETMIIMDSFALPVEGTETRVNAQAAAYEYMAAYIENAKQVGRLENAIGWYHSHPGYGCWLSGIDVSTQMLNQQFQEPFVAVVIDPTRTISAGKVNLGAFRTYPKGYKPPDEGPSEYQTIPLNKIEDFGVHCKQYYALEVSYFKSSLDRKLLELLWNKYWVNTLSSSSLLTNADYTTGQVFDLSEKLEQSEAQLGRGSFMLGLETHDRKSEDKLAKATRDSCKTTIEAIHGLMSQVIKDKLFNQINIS
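Assay system: purified human Csn5 enzyme expressed in HEK293T cells; measure: % inhibition; also added: SCFSkp2-Nedd8OG substrate at 10 nM final; technique: fluorescence polarization; times: reaction 90 min, room temperature; medium: Tris buffer pH 7.5, NaCl, DTT, Tween-20, trehalose, ovalbumin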
Active calls of the source: *; i = inactive; nt = not tested or not shown.

SMILES	SUMO1 PPI mod	NadD inh	Rpn11 inh	MsrA inhibitor	STEP block	TbMetRS inhib	Scp1 inh	DNMT1 inh	LMPTP inh	CSN deneddyl inh
CC1(NC(=O)NCCCCCCNC(=O)NC2(C)CCS(=O)(=O)C2)CCS(=O)(=O)C1 (stereo not drawn)	4	-2	i	0.8	-2	0.3	-6	-2	-1.1	-4
CC(=O)N(C(C)=O)N1C(=O)/C(=C/c2ccc(Cl)cc2)SC1=S	-4	-3	i	nt	-2	-0.1	-3	2	2.2	19
COc1ccccc1CCC(=O)N1CCC(n2nccc2NC(=O)C2CCOC2)CC1 (stereo not drawn)	1	-5	i	-1.5	2	-0.6	-3	0	0.0	4
Cc1cccc(-c2n[nH]c([N+](=O)[O-])n2)c1	6	-4	i	1.6	-1	-1.4	-1	1	-0.5	-5
O=C(CCSCc1cccc(Cl)c1)NCCc1ccc(Cl)cc1	-1	-12	i	-0.9	-4	-0.5	-3	8	2.2	-6
CC(C)C[C@H](CO)Nc1nc(N(C)c2cccc(Cl)c2)c2ncn(C(C)C)c2n1	7	-2	i	1.6	-4	-0.3	1	-3	1.2	-1
Cc1ccc(Cl)cc1N1CCN(S(=O)(=O)c2ccc3[nH]c(=O)c(=O)[nH]c3c2)CC1	0	37*	i	0.9	2	-0.4	3	2	1.8	29
CNC1(C(N)=O)CCN(Cc2ccccc2)CC1	7	-1	i	-0.8	-4	-0.3	-15	-5	-1.1	-5
CN(CC(=O)Nc1ccccc1Br)CC(=O)Nc1ccccc1C(F)(F)F	1	2	i	0.3	0	-0.6	-5	-4	-0.2	1
CCc1nc(N)c(C#N)c(-c2ccccc2OC)c1C	-2	1	i	4.7*	-3	-1.9	5	-1	1.7	-1
CCc1ccc(OCC(=O)N/N=C(\C)c2ccc3c(c2)OCCO3)cc1	2	-2	i	-1.2	-1	-0.3	-7	1	-0.4	-6
Cc1ccc(S(=O)(=O)NCC(C)NS(=O)(=O)c2ccccc2[N+](=O)[O-])cc1 (stereo not drawn)	-10	-7	i	0.2	1	0.1	-9	-2	-2.1	2
COc1ccc(CNC(=O)CN2CCC(n3nnc4cc(F)ccc43)CC2)cc1	0	-8	i	-0.3	-4	-0.2	-11	-10	-1.5	2
CCC(=O)N1N=C(c2ccc(NS(=O)(=O)c3ccccc3)cc2)CC1c1ccco1 (stereo not drawn)	-8	-1	i	0.4	-3	-0.4	-2	5	2.7	1
COc1ccc(C2NC(=O)CS2)cc1OC (stereo not drawn)	0	-2	i	0.4	-2	-0.7	3	0	-0.9	5
Cn1c(SCc2ccccc2)nnc1-c1ccncc1	-4	1	i	-1.4	-2	-0.8	-8	3	0.2	1
CCn1c(SCC(=O)c2ccccc2)nnc1-c1cccs1	2	-1	i	0.7	0	-0.5	-2	2	-0.1	4
COc1ccc(-c2nc(S(=O)(=O)c3ccc(C)cc3)c(N3CCCC3)o2)cc1	1	0	i	0.1	-1	-1.5	-12	0	-3.2	1
COc1cc(C2NC(=S)NC(C)=C2C(=O)Nc2cc(C)cc(C)c2)ccc1O (stereo not drawn)	2	-6	i	0.0	1	0.1	-2	-3	-1.0	-2
OC(CN1CCCCC1)c1ccc(Br)cc1 (stereo not drawn)	1	-1	i	0.4	1	-0.6	2	-1	1.7	-3
CCOc1ccccc1NC(=O)Cc1coc2cc(C)ccc12	-5	-6	i	0.7	1	-1.1	-7	-1	1.6	0
CCOc1ncccc1C(=O)Nc1nc(SC)ns1	-3	-2	i	0.8	-1	-0.5	10	3	0.2	3
Cc1ccc(N=c2oc3cc(O)ccc3cc2C(N)=O)cc1	-21	4	i	2.7	-3	-0.2	-7	-4	0.5	4
O=C(Nc1ccc(S(=O)(=O)Nc2ccc(Cl)cc2)cc1)C1CCCO1 (stereo not drawn)	2	-4	i	0.2	-1	0.2	-4	3	-0.1	6
COc1ccc(CCNC(=O)CN(c2cc(C)cc(C)c2)S(=O)(=O)c2c(C)noc2C)cc1OC	-1	2	i	1.1	1	0.4	-7	-1	0.7	-3
Cc1ccccc1-c1cnc(C(O)c2cccc(C)c2C)[nH]1 (stereo not drawn)	-1	-3	i	-0.6	-2	-0.3	nt	-2	-1.7	3
CCOC(=O)c1ccccc1NC(=O)CSc1nnc(C)c(=O)[nH]1	2	3	i	-1.0	-2	0.0	-3	2	-1.9	3
Cc1ccc(N2CC(C(=O)Oc3cccc(N4C(=O)CCC4=O)c3)CC2=O)cc1 (stereo not drawn)	0	-1	i	-0.4	-5	-0.2	-8	1	-0.8	6
CN(C)c1nc2c(c(=O)[nH]c(=O)n2C)n1CCOc1ccccc1	1	6	i	-0.5	1	-1.5	-1	-4	-0.5	0
O=C(Cc1cccs1)Nc1nnc(CCc2ccccc2)s1	-3	-4	i	-0.7	-1	0.5	0	2	0.9	3

Brought forward from above: 2 compounds, followed by the next part.
SMILES	SUMO1 PPI mod	NadD inh	Rpn11 inh	MsrA inhibitor	STEP block	TbMetRS inhib	Scp1 inh	DNMT1 inh	LMPTP inh	CSN deneddyl inh
CN(C)c1nc2c(c(=O)[nH]c(=O)n2C)n1CCOc1ccccc1	1	6	i	-0.5	1	-1.5	-1	-4	-0.5	0
O=C(Cc1cccs1)Nc1nnc(CCc2ccccc2)s1	-3	-4	i	-0.7	-1	0.5	0	2	0.9	3
Cc1ccc(N2C(=O)c3cccc(Oc4ccc(Cl)cc4)c3C2=O)c(C)c1	-8	-1	i	0.8	1	-0.5	-5	0	1.6	4
COc1cc2c(cc1OC)CN(C(=O)c1cc(S(=O)(=O)N3CCCCC3)ccc1Cl)CC2	-1	4	i	-0.9	-4	-0.2	-2	-1	0.7	3
N#Cc1c(-c2cccc(Br)c2)cc(-c2cccnc2)nc1N	0	-4	i	0.4	0	-0.4	0	-4	1.2	3
O=[N+]([O-])c1c(C(Cl)Cl)nn(-c2ccccc2)c1N1CCOCC1	-13	-1	i	0.4	2	0.0	-8	-9	-0.8	1
N#Cc1c(/N=C/c2ccco2)sc2c1CCC2	4	0	i	0.2	-6	0.4	6	-4	-0.4	-2
CC(C)CC(=O)NC(C)C(c1cccs1)N1CCOCC1 (stereo not drawn)	-1	1	i	0.2	3	-0.8	0	1	0.3	11
COc1ccccc1N1CCN(S(=O)(=O)c2ccc(Cl)s2)CC1	2	2	i	0.0	1	-0.1	-5	-3	0.7	6
CCOC(=O)c1sc(NC(NC(=O)c2ccco2)(C(=O)OC)C(F)(F)F)nc1C (stereo not drawn)	-2	-2	i	-1.0	2	-1.5	-1	3	0.5	2
Cn1ccnc1SCc1cc(=O)[nH]c2ccccc12	16	1	i	1.8	-2	1.1	-11	2	-0.3	5
CCOC(=O)CC1ON(C)C(=O)N1c1ccc([N+](=O)[O-])cc1 (stereo not drawn)	-16	-6	i	-0.5	4	-0.4	-5	1	-1.4	3

Given as comma-separated lines: part of the list above
compound,SUMO1 PPI mod,NadD inh,Rpn11 inh,MsrA inhibitor,STEP block,TbMetRS inhib,Scp1 inh,DNMT1 inh,LMPTP inh,CSN deneddyl inh
CCOC(=O)c1sc(NC(NC(=O)c2ccco2)(C(=O)OC)C(F)(F)F)nc1C (stereo not drawn),-2,-2,i,-1.0,2,-1.5,-1,3,0.5,2
CC(C)CC(=O)NC(C)C(c1cccs1)N1CCOCC1 (stereo not drawn),-1,1,i,0.2,3,-0.8,0,1,0.3,11

(next part)
SMILES	SUMO1 PPI mod	NadD inh	Rpn11 inh	MsrA inhibitor	STEP block	TbMetRS inhib	Scp1 inh	DNMT1 inh	LMPTP inh	CSN deneddyl inh
OC1(c2cccnc2)CCN(Cc2nnnn2Cc2ccccc2)CC1	0	-3	i	-1.1	-2	-0.1	-6	1	1.3	-10
O=C(Cn1nnc(-c2ccccc2)n1)N1CCN(c2ccc(F)cc2)CC1	-1	-7	i	-1.6	-1	0.5	0	3	-1.8	-5
COc1ccc(OC)c(NC(=O)NNC(=O)COc2ccc([N+](=O)[O-])cc2)c1	-16	-7	i	0.1	-1	-0.3	-2	-3	1.5	-2
O=C(CSc1ncc(-c2ccc(F)cc2)[nH]1)Nc1cccc(O)c1	-3	-4	i	1.0	-5	5.1	-5	-8	-0.4	3
Cc1cc2oc(C(=O)N(Cc3ccccc3)C3CCS(=O)(=O)C3)c(C)c2cc1C (stereo not drawn)	6	-9	i	-0.7	2	-0.7	2	2	1.7	1
CCc1cc2ccc(C)cc2nc1SCC(=O)N1CCN(C(=O)c2ccco2)CC1	10	8	i	-0.9	1	-1.0	-4	3	1.1	11
CCCCN1Cc2cc(C(=O)c3cc(F)ccc3O)cnc2NC1=O	-6	5	i	1.1	1	-0.7	-3	5	-2.2	0
CCNC(=S)NCCN1CCOCC1	-1	-3	i	0.8	2	0.1	-2	1	-3.7	-9
COc1ccc(/C=C/C(=O)OCC(=O)N2c3ccccc3CC2C)cc1OC (stereo not drawn)	-2	0	i	-1.4	-2	0.0	nt	0	-1.7	1
Cc1ccccc1NC(=O)c1cc(S(=O)(=O)Nc2cccc(C(=O)O)c2)ccc1Cl	5	-7	i	-0.8	2	0.1	-10	4	-1.7	3
CCCCN1C2CCCC1CC(NC(=O)c1ccc(OC)c(OC)c1)C2 (stereo not drawn)	-3	-6	i	-0.6	-3	0.2	4	0	0.5	0
O=C(CN1CCN(S(=O)(=O)c2ccccc2F)CC1)NC1CCCC1	-3	-1	i	0.7	-2	-0.3	-2	-1	-0.7	-9
N#Cc1c2ccc(OCC(=O)NCc3ccco3)cc2n2ccccc12	7	8	i	2.5	6	0.3	15	62*	1.3	-3
NC(Cc1ccc(OC(F)F)cc1)C(=O)O (stereo not drawn)	-2	0	i	-1.0	-3	-0.1	-2	1	7.1	0
COc1ccc(-c2coc3cc(O)cc(O)c3c2=O)cc1	-2	-10	i	2.1	-2	-1.0	6	-1	0.7	-4
CCCCc1ccc(NC(=O)C2CCCC2)cc1	1	3	i	0.6	1	-0.6	-10	4	-0.1	-6
CCOC(=O)c1cc2c(ccn2C)n1CC(=O)N1CCC(C)CC1	-8	-3	i	3.1	-1	-0.6	-12	-3	-1.2	1
Cc1cccc(NC(=O)c2ccc(S(=O)(=O)NCc3cccnc3)cc2)c1	6	-5	i	-0.4	-1	-0.5	-2	0	-0.8	-3
O=C(CCNC(=O)c1ccc([N+](=O)[O-])cc1)Nc1nc2ccccc2[nH]1	8	3	i	0.6	1	-0.1	-3	1	0.3	-4
Cn1ncc(Br)c1C(=O)NC1CCCCC1	-1	-7	i	-0.7	-4	-0.5	-6	-2	-1.8	-2

Bioassay records as filed in PubChem.
